Screening data: PubChem BioAssay, National Center for Advancing Translational Sciences (NCATS)
Tb PYK inh – T. brucei pyruvate kinase inhibition; 410,000 compounds, 0.12% hits; Potency, µM (doses to about 76.8 µM), for the others: top-dose activity, negative = inhibition, actives largely listed as inhibitors; Q57TT1; TbPYK enzyme, Kinase-Glo Plus ATP luminescence, 45 min; note: potency is the fitted concentration of half-maximal effect; % is set by controls: 0 for no effect and ±100 for the full control effect; nearly all actives have a fitted effect of over 50% in size
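Assay buffer: 50 mM TEA pH 7.2, 100 mM KCl, 10 mM MgCl2, 0.05% BSA, 0.01% Tween-20. Pyruvate kinase from T. brucei plus substrate met compound, then ADP (130 uM final). Luminescence was read post 45 min RT.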
LmPK inh – LmPK (Leishmania mexicana) enzyme inhibition; Q27686; purified LmPK, Kinase-Glo ATP luminescence, 1 h; Potency, µM (doses to about 57.5 µM), without a hit: at the top dose activity change, negative = inhibition, most hits filed as inhibitors; 290,000 compounds, 0.37% hits; AID 1721; note: potency is the fitted concentration of half-maximal effect; % is set by controls: 0 for no effect and ±100 for the full control effect
Target sequence (Q27686 whole entry, looked up): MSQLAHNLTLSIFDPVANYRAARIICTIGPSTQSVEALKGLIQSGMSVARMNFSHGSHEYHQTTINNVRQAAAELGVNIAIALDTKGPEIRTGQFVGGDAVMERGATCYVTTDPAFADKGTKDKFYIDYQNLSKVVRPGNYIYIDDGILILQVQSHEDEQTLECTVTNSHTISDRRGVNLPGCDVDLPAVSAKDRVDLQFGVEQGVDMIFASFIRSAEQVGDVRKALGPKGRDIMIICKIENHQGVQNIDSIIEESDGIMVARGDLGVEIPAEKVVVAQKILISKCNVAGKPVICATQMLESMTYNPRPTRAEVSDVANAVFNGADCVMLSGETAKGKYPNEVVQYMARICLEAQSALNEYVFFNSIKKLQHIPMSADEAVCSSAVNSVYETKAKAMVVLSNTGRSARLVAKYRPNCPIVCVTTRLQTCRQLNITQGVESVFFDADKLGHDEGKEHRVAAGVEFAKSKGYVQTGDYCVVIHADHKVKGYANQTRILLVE
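Kinase-Glo luminescence read after 1 h RT reaction of 0.1 nM LmPK with 0.5 mM PEP and 0.1 mM ADP. Activity scaled between uninhibited and enzyme-free controls.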
Cycloheximide cs – counter-screen for Shiga toxin inhibitors: cycloheximide protein synthesis inhibition | max response, % | AID 2314 | cell reporter, cycloheximide protein synthesis inhibition counterscreen | 300,000 compounds, 12% hits; in the data active = max response mostly above about 13%, no sharp cut-off; inactive = mostly below about 14%; note: read at 38.3 µM for the half of the compounds with a filed dose; 0% is about no effect
Pf growth 48h – inhibits P. falciparum growth in the first generation, 48 h; AID 504832; Potency, µM (series often up to 28.7 µM), inactives show at the top dose activity change, negative = inhibition, most hits filed as inhibitors; 310,000 compounds, 5.9% hits; P. falciparum luciferase growth in erythrocytes, 48 h; note: potency is the fitted concentration of half-maximal effect; % is set by controls: 0 for no effect and ±100 for the full control effect
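Read-out is firefly luciferase luminescence from an integrated reporter in P. falciparum, so falling signal marks reduced parasite growth. Infected erythrocytes were at 2% hematocrit and 0.1% parasitemia (final) in Albumax-supplemented RPMI 1640.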
HCV inhibitor – blocks hepatitis C virus. AID 651820. 340,000 compounds, 3.4% hits. Potency, µM (series often up to 41.8 µM), for inactives: at the top dose activity change, negative = inhibition, hits mostly inhibitors. Huh7.5.1 HCVcc-Cre infection, luciferase reporter, 44 h; note: potency is the fitted concentration of half-maximal effect; % is set by controls: 0 for no effect and ±100 for the full control effect
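Antiviral activity was scored by luciferase reporter output from cells infected with HCVcc-Cre (~0.5 moi) in presence of compound, 44 h infection period, cells seeded 1,000/well 4 h prior.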
Pf growth 96h – P. falciparum growth inhibition at 96 hours | 320,000 compounds, 6.9% hits | P. falciparum luciferase reporter growth, 96 h | Potency, µM (series often up to 28.7 µM), without a hit: at the top dose activity change, negative = inhibition, actives largely listed as inhibitors; note: potency is the fitted concentration of half-maximal effect; % is set by controls: 0 for no effect and ±100 for the full control effect
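Two-generation exposure (96 h) targets delayed-death phenotype. Reporter parasites carrying integrated firefly luciferase, in red cells at 2% hematocrit and 0.05% parasitemia final, kept at 37 C, 5% CO2; luminescence loss indicates inhibition.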
Shiga inhibitor – blocks Shiga toxin action in Vero cells. Vero cells, Shiga toxin protein synthesis inhibition reporter. inhibition, % at 38.7 µM. 290,000 compounds, 9.2% hits. AID 2315; in the data active = inhibition mostly above about 28%, no sharp cut-off; inactive = mostly below about 43%; note: 0% is about no effect
* marks the source's active call; other numbers are inactive results; ? = inconclusive; / = not tested or not shown; [ ] = dose if it differs, or a comment. Unless noted, calls come from the whole dose curve; as a rule, active = well fitted curve in the direction sought with a large enough effect; inconclusive = small, poorly fitted or top-dose-only effect, or another doubt; inactive = no such curve, though single readings can be large; an effect the other way counts as inactive or inconclusive.

SMILES	Tb PYK inh	LmPK inh	Cycloheximide cs	Pf growth 48h	HCV inhibitor	Pf growth 96h	Shiga inhibitor
Cc1nc(Nc2cccc(O)c2)c2c3c(sc2n1)CCC3	-1.6%	-4.8%	-5.0	?	?	?	-5.1
CCOC(=O)c1[nH]c2cc(OC)c(OC)cc2c1NC(=O)CN1CCN(c2ccc(OC)cc2)C(C)C1 (configuration not stated)	/	7.4%	17.1	9.28µM*	?	/	28.9
O=[N+]([O-])c1ccc(S(=O)(=O)Nc2ccc(-c3csc(-c4ccccc4)n3)cc2)cc1	/	4.0%	10.4	-5.2%	/	7.9%	32.8
NC(=O)c1ccc(CN2CCc3ccccc3C2)cc1	-8.0%	0.5%	-2.7	0.0%	3.0%	-25.5%	-10.4
CCc1ccccc1NS(=O)(=O)c1ccc2[nH]cc(C(=O)NCC3CCCO3)c(=O)c2c1 (configuration not stated)	2.2%	-1.4%	-4.9	/	-11.9%	/	-6.6
CN(C)CCc1cc2c(c3c1ccc1ccccc13)OCO2	-4.5%	-0.4%	0.5	?	7.0%	4.8%	10.2
COc1ccccc1-n1ccnc(SCC(=O)NCc2ccccc2)c1=O	6.9%	/	/	-6.4%	-6.4%	13.4%	/
CCc1noc(C)c1C(=O)OC(C)C(=O)Nc1ccc(Cl)cn1 (configuration not stated)	-12.0%	/	/	-12.7%	-3.1%	?	/
CN(Cc1cn[nH]c1-c1ccc2c(c1)OCO2)C1CCOCC1	-2.8%	-7.3%	0.9	-3.6%	12.7%	15.8%	-11.7
O=C(COc1cccc(C(F)(F)F)c1)Nc1ccccc1N1CCCCC1	10.4%	/	/	10.4µM*	-12.6%	?	/
COc1ccc(NC(=O)c2ccc(-c3ccccc3C(F)(F)F)o2)cc1	-8.7%	0.0%	10.3	21.2%	1.7%[8.37 µM]	-4.7%	17.9
COc1ccc(CNC(=O)CN(C(=O)c2csnn2)c2cccc3c2CCCC3)cc1	-12.8%	0.3%	1.6	-10.0%	-9.5%	24.1%	-1.5
CC(C)CNC(=O)C1CCN(CC2CCCCC2)CC1	-4.4%	3.6%	-3.1	19.1%	-7.4%	21.8%	-3.3
CN(C)CCCNC(CC(=O)Nc1cccc([N+](=O)[O-])c1)C(=O)O (configuration not stated)	1.0%	1.6%	-4.7	-13.5%	47.1%[activator]	12.4%	-9.7
O=C(CNC(=O)c1cccs1)NCC(=O)OCC(=O)c1ccc([N+](=O)[O-])cc1	-3.9%	8.9%[11.5 µM]	-4.9	5.1%	-13.6%	64.9%[activator]	-6.8
O=C(NCc1cccnc1)c1ccc2c(c1)OCO2	2.6%	-1.5%	-3.4	6.9%	12.2%	9.28µM*	-4.3
NS(=O)(=O)c1ccc(N/N=C/c2ccncc2)cc1	-4.7%	-0.2%	6.7	6.57µM*	5.5%	?	27.6
S=c1[nH]ccn1-c1ccc(Cl)cc1	?	25.1µM*	-4.6	164.7%[activator]	-1.7%	?	19.7
O=C(O)c1ccc(NC(=S)NC(NC(=O)c2ccco2)C(Cl)(Cl)Cl)cc1 (configuration not stated)	/	5.9%	3.0	/	-11.9%	-20.2%	14.5
O=C(Nc1cc(Cl)ccn1)C1(c2ccccc2)CC1(Cl)Cl (configuration not stated)	0.2%	7.1%	1.2	-10.6%	-13.6%	?	-15.2
O=C(NCCc1ccccc1)C1=COCCO1	9.0%	/	/	113.4%[activator]	-0.8%	155.7%[activator]	/
CN(C)[C@@H]1C(=O)C(C(N)=O)=C(O)[C@]2(O)C(=O)C3=C(O)c4c(O)ccc(Cl)c4[C@H](O)[C@H]3C[C@@H]12	-4.9%	/	/	6.75µM*	/	3.38µM*	/
Cc1ccc(SCC(=O)Nc2ccc(N3CCN(C)CC3)c(F)c2)cc1	-7.0%	1.2%	48.1*	53.4%[activator]	10.1%	47.6%[activator]	89.8*
O=C(N/N=C/c1ccc(-c2cccc(C(F)(F)F)c2)o1)c1ccccc1O	-0.6%	1.7%	-2.1	8.28µM*	0.0%	-14.7%	-10.1
N#CCCn1cc(/C=N/NC(=O)c2ccncc2)c(-c2ccc(F)cc2)n1	0.3%	1.3%	-1.4	8.2%	14.1%	0.0%	-1.7

By substructure: those above containing fluorine (5)
SMILES	Tb PYK inh	LmPK inh	Cycloheximide cs	Pf growth 48h	HCV inhibitor	Pf growth 96h	Shiga inhibitor
O=C(COc1cccc(C(F)(F)F)c1)Nc1ccccc1N1CCCCC1	10.4%	/	/	10.4µM*	-12.6%	?	/
COc1ccc(NC(=O)c2ccc(-c3ccccc3C(F)(F)F)o2)cc1	-8.7%	0.0%	10.3	21.2%	1.7%[8.37 µM]	-4.7%	17.9
Cc1ccc(SCC(=O)Nc2ccc(N3CCN(C)CC3)c(F)c2)cc1	-7.0%	1.2%	48.1*	53.4%[activator]	10.1%	47.6%[activator]	89.8*
O=C(N/N=C/c1ccc(-c2cccc(C(F)(F)F)c2)o1)c1ccccc1O	-0.6%	1.7%	-2.1	8.28µM*	0.0%	-14.7%	-10.1
N#CCCn1cc(/C=N/NC(=O)c2ccncc2)c(-c2ccc(F)cc2)n1	0.3%	1.3%	-1.4	8.2%	14.1%	0.0%	-1.7

(further entries)
SMILES	Tb PYK inh	LmPK inh	Cycloheximide cs	Pf growth 48h	HCV inhibitor	Pf growth 96h	Shiga inhibitor
CCCCn1c(N)c(N(CC(C)C)C(=O)CC2CCCCC2)c(=O)[nH]c1=O	-0.9%	/	/	?	-12.7%	3.7%	/
O=[N+]([O-])c1ccccc1S(=O)(=O)N1CCN(CC2CC3C=CC2C3)CC1 (configuration not stated)	3.9%	5.2%	-1.9	-2.6%	-2.4%	33.1%[5.75 µM]	-10.1
CC(Sc1nnnn1-c1ccccc1)C(=O)Nc1ccccc1-c1ccccc1 (configuration not stated)	-0.7%	0.5%	-1.3	?	-1.2%	2.94µM*	-10.2
CCN(CC)CCCCN1c2ccccc2Sc2ccccc21	10.8%	-1.9%	-6.5	?	?	-3.1%	-5.6
COc1cccc(-c2nc(CS(=O)(=O)CC(=O)Nc3ccccc3Br)c(C)o2)c1	0.3%	-2.2%	9.3	-6.1%	?	47.5%[activator]	-10.0
COC(=O)CNC(c1ccccc1)c1cc(C)ccc1NC(=O)CNC(=O)OCc1ccccc1 (configuration not stated)	0.4%	1.6%	-4.9	13.1µM*	-5.4%	/	-3.3
CC(C)n1cnc2c(N(C)c3cccc(Cl)c3)nc(N(CCO)CCO)nc21	1.0%	-0.2%	-5.1	13.1µM*	?	9.28µM*	-2.6
COc1cc2c(cc1NC(=O)/C=C/c1ccccc1)oc1ccccc12	3.3%	3.0%	-2.7	-2.3%	7.08µM*	3.3%	-24.6
CCc1cc2c(NC(C(=O)O)C(C)C)ncnc2s1 (configuration not stated)	-4.7%	6.1%	-2.6	-1.1%	11.7%	?	-4.4
CC(C)(C)c1ccc(OCC(=O)N2CCN(c3ccccn3)CC2)cc1	1.5%	/	/	?	-15.5%	?	/
COc1ccc(OC)c(NC(=O)C(=O)NCCC2=CCCCC2)c1	-5.0%	0.3%	-1.4	16.4%	-7.9%	-17.1%	16.8
CCOC(=O)c1cnc2c(cnn2C)c1NCCCn1ccnc1	7.7%	-2.6%	-3.0	17.1%	5.2%	34.4%	-9.9
Cc1ccc(Nc2nc(NCCO)nc3c2cnn3C)cc1Cl	-6.5%	0.3%	-1.1	-22.9%	12.6µM*	?	-6.1
O=c1oc2ccccc2n1Cc1ccccc1Cl	1.1%	4.2%	-1.2	3.9%	16.6%	4.65µM*	-3.5
CC(C)C1CC(CCN)(Cc2ccccc2)CCO1 (configuration not stated)	6.7%	2.3%	-2.4	?	?	-8.5%	-13.5
N/C(Cc1cccs1)=N\OC(=O)COc1ccc(Br)cc1Cl	-2.1%	0.4%	32.8*	84.7%[activator]	23.0%	118.4%[activator]	139.9*
COc1ccc(S(=O)(=O)NCC(c2ccco2)N2CCc3ccccc32)cc1 (configuration not stated)	7.0%	/	/	9.28µM*	2.0%	?	/
CCc1ccc(NC(=O)C2CCN(C(=O)[C@@H]3Cc4ccccc4CN3)CC2)cc1	-11.1%	6.5%	34.3*	-23.0%	-0.8%	?	59.7*
CC(=O)N(C)c1ccc(N=Nc2c(C)[nH]n(-c3ccccc3)c2=O)cc1	-0.1%	1.9%	-1.3	?	?	11.7µM*	-9.2
COc1cc(C(=O)OC(C)C(=O)N2CCCC2)cc2c1OCCO2 (configuration not stated)	5.1%	/	/	?	6.7%	?	/
Cc1cc(C)n(C(=O)c2cccc(S(=O)(=O)N3CCCC3)c2)n1	-17.1%	-2.1%	-4.6	4.5%	2.8%	9.9%	-4.5
O=C(CCS(=O)CCC(=O)NCc1ccccc1)NCc1ccccc1	6.8%	5.5%	1.8	-3.4%	7.8%	52.0%[activator]	26.3
CC1(C)CN=C(N(C(=O)Nc2ccccc2)c2ccccc2F)S1	-0.3%	-0.5%	16.6*	-28.6%	-7.8%	-10.7%	61.7*
O=C(CSc1nnnn1C1CCCCC1)N1CCOCC1	-14.5%	-1.4%	14.6	5.0%	-4.7%	0.0%	41.5
COC(=O)c1ccsc1NC(=O)CS(=O)(=O)c1ccccc1	-1.3%	/	/	-17.0%	?	-27.0%	/

The results go on.
SMILES	Tb PYK inh	LmPK inh	Cycloheximide cs	Pf growth 48h	HCV inhibitor	Pf growth 96h	Shiga inhibitor
Cc1cc(NC(=O)C2CCCC2)n(-c2nc3ccccc3[nH]2)n1	-7.1%	1.8%	8.9	8.28µM*	4.8%	10.4µM*	12.8
Cc1cccc2c(=O)c(C(=O)NCc3ccc(F)cc3)c[nH]c12	-0.7%	-2.9%	-3.9	?	-22.9%	3.3%	/
COc1ccc([C@@H](NC(=O)OC(C)(C)C)C(=O)OC(C)(C)C)cc1	0.1%	/	/	?	-6.0%	-1.3%	/
CCN(CC)CCNC(C(=O)Nc1ccc([N+](=O)[O-])cc1Br)c1ccccc1 (configuration not stated)	1.4%	0.3%	-3.2	-15.5%	?	?	-3.5
O=Cc1cccc(OCc2cccc3ccccc23)c1	-3.7%	-5.8%	34.2*	64.5%[activator]	24.3%	74.4%[activator]	63.2*
COc1ccc(OCC(O)CN2CCN(Cc3ccc4c(c3)OCO4)CC2)cc1 (configuration not stated)	-12.7%	0.0%	-1.3	1.2%	26.8%	-13.2%	-7.6
CC1CCN(C(=S)c2ccc([N+](=O)[O-])cc2)CC1	1.8%	-2.9%	-6.1	-24.7%	13.8%	2.5%	-12.6
CC(=O)N1CC=C2C(C#N)=C(N)C(C#N)(C#N)[C@H](c3ccoc3)[C@H]2C1	-13.6%	5.1%	-1.7	-8.5%	-3.0%	53.2%[activator]	-2.1
CCN(CC(=O)Nc1ccc(NC(C)=O)cc1)C(=O)c1ccc(COc2ccccc2)o1	-6.7%	/	/	?	-6.1%	?	/
Cc1cccc(N(CC(=O)N2CCCCCC2)S(C)(=O)=O)c1	4.3%	-5.1%	-0.5	11.2%	13.9%	?	-6.4

Grouped by structure: those above containing two or more sulfur atoms
SMILES	Tb PYK inh	LmPK inh	Cycloheximide cs	Pf growth 48h	HCV inhibitor	Pf growth 96h	Shiga inhibitor
O=[N+]([O-])c1ccc(S(=O)(=O)Nc2ccc(-c3csc(-c4ccccc4)n3)cc2)cc1	/	4.0%	10.4	-5.2%	/	7.9%	32.8
COC(=O)c1ccsc1NC(=O)CS(=O)(=O)c1ccccc1	-1.3%	/	/	-17.0%	?	-27.0%	/
